Compound activity as filed in PubChem BioAssay.
TR SRC2 fluor cs: Texas Red fluorescence interference in TRb-SRC2 counter-screen; Potency, µM (doses to about 106 µM), inactives show at the top dose fluorescence change, negative = quenching; AID 1479; TRb/SRC2 Texas Red total fluorescence interference; 0.29% of 280,000 active; active = well fitted curve in either direction with a large enough effect; inconclusive = small, poorly fitted or top-dose-only effect
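Human TRβ ligand-binding domain (0.6 uM) and Texas Red SRC2 peptide (20 nM) in Tris buffer with 1 uM T3 and 5% DMSO were incubated with pinned compound for 5 hr at ambient temperature. Total fluorescence was computed as S + 2P (555/632 nm).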
Tau FP inhib: tau fibrillization inhibition (FP). P10636. 0.39% of 280,000 active. K18 P301L tau heparin fibrillization, Alexa594 FP, 6 h. Potency, µM (titrated, usually from 57.7 µM), without a hit: at the highest dose activity, negative = inhibition, hits mostly inhibitors; note: nearly all actives have a fitted effect of over 55% in size
Target sequence (P10636 561-689 P618L limits assumed): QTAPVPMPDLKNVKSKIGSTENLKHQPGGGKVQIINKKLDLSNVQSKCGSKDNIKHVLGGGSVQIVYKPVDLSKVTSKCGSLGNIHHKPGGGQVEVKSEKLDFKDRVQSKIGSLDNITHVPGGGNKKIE
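K18 P301L tau (15 uM unlabeled/0.24 uM Alexa 594-labeled, final) + compound + heparin 20 uM final; 100 mM NaOAc pH 7; 6 hr 37 C; ThT 30 uM final added, 1 hr RT; FP ex 555/em 632 nm.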
GoLoco inh red: inhibitors of human Gai1-RGS12 GoLoco interaction (red fluorophore) | P63096 | Gai1:RGS12 GoLoco peptide FP, rhodamine, 10 min | Potency, µM (titrated, usually from 61.6 µM), inactives show top-dose activity, negative = inhibition, most hits filed as inhibitors | 0.44% of 230,000 active; active = well fitted inhibition curve with a large enough effect, not every such curve was filed as active; inactive = no such curve, though single readings can be large or run the other way; note: nearly all actives have a fitted effect of over 30% in size; many of its hits are not listed in these tables
Target sequence (P63096 whole entry, looked up): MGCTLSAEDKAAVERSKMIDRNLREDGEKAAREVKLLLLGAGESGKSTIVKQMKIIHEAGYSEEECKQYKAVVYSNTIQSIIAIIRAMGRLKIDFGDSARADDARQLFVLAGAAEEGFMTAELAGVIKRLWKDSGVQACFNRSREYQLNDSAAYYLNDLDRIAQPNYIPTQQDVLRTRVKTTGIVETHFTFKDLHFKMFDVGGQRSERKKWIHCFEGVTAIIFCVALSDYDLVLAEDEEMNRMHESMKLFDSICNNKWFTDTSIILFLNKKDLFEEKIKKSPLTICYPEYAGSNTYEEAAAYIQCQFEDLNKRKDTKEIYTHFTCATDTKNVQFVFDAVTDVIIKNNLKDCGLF
TRb-SRC2 inh: inhibitors of human thyroid hormone receptor beta-SRC2 interaction | Potency, µM (series often up to 106 µM), for the others: top-dose activity change, negative = inhibition, most hits filed as inhibitors | 0.065% of 280,000 active | TRbeta-SRC2 peptide binding, fluorescence polarization; receptor liganded with 1 µM T3 | P10828;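 note: plate controls were bound peptide for no effect and peptide without receptor for full effect; nearly all actives have a fitted effect of over 50% in size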
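Assay buffer: 20 mM Tris-HCl, 100 mM NaCl, 10% glycerol, 1 mM EDTA, 0.01% NP-40, 1 mM DTT, 1 uM T3, 5% DMSO; TRb LBD 0.6 uM, Texas Red SRC2 20 nM; FP after 5 hr.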
JMJD2E inh: JMJD2E (human) inhibition; 1.6% of 230,000 active; B2RXH2; JMJD2E catalytic domain, FDH-coupled NADH fluorescence (FDH is formaldehyde dehydrogenase); AID 2147; Potency, µM (series often up to 57.1 µM), for inactives: top-dose activity change, negative = inhibition, most hits filed as inhibitors; active = well fitted inhibition curve with a large enough effect, not every such curve was filed as active; inconclusive = small, poorly fitted or top-dose-only effect, or another doubt; inactive = no such curve, though single readings can be large or run the other way;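 note: 0% = wells with enzyme and -100% = buffer wells without enzyme; nearly all actives have a fitted effect of over 50% in size; many of its hits are not listed in these tables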
Target sequence (B2RXH2 1-337 limits assumed): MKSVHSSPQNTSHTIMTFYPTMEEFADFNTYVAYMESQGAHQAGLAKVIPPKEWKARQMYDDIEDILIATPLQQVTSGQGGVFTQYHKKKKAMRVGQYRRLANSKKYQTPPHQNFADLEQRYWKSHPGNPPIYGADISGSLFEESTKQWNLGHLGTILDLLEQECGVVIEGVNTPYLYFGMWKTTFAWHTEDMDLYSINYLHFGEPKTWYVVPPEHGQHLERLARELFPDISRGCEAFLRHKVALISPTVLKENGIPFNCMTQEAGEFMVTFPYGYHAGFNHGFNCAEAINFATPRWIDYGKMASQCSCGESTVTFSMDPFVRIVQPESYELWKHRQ
L3MBTL1 block: L3MBTL1 (human) inhibition; Q9Y468; AlphaScreen L3MBTL1–H3K9me1 peptide binding; Potency, µM (highest dose often 57.1 µM), for the others: top-dose activity, negative = inhibition, most hits filed as inhibitors; 0.66% of 230,000 active; AID 485360; note: nearly all actives have a fitted effect of over 60% in size
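AlphaScreen assay: L3MBTL1 (50 nM final) was preincubated 30 min at room temperature with biotinylated H3(1-15)K9me1 peptide (75 nM final), then 30 min with library compounds; streptavidin donor and nickel chelate acceptor beads (10 ug/mL final) added, 30 min dark.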
Tau ThT inhib: blocks human tau fibril formation measured by thioflavin T | 2.1% of 270,000 active | Potency, µM (titrated, usually from 57.4 µM), for the others: top-dose activity, negative = inhibition, actives largely listed as inhibitors | recombinant tau K18 P301L, heparin-induced fibrillization, ThT fluorescence; note: nearly all actives have a fitted effect of over 55% in size
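ThT emission at 510 nm, taken 1 hr after adding 30 uM dye, quantifies aggregates formed when 20 uM heparin acts on human tau K18 P301L for 6 hr at 37 C.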
RECQ1 helicase: blocks DNA unwinding by human RECQ1 | P46063 | Potency, µM (highest dose often 57.3 µM), for inactives: at the top dose activity, negative = inhibition, actives largely listed as inhibitors | RECQ1 DNA unwinding, red fluorescence kinetic read | 0.54% of 240,000 active;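 note: plate controls were vehicle for no effect and no enzyme for full effect; nearly all actives have a fitted effect of over 30% in size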
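50 nM RECQ1T1 preincubated 15 min with compound in Tris pH 8.0 buffer with MgCl2, DTT, Tween-20 and 2.5 ug/ml poly(dI-dC); started with 200 nM TAMRA/BHQ-2 forked duplex and 2 mM ATP. Unwinding read as fluorescence (525/598 nm), two reads 2 h apart.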
* marks the source's active call; other numbers are inactive results; i = inactive; ? = inconclusive; . = no result given; [ ] = remark or other dose. Unless noted, calls come from the whole dose curve; as a rule, active = well fitted curve in the direction sought with a large enough effect; inconclusive = small, poorly fitted or top-dose-only effect, or another doubt; inactive = no such curve, though single readings can be large; an effect the other way counts as inactive or inconclusive. Unless noted, % is set by controls: 0 for no effect and ±100 for the full control effect; potency is the fitted concentration of half-maximal effect. A portion of the library. The share of hits here may be higher or lower than overall.

SMILES | TR SRC2 fluor cs | Tau FP inhib | GoLoco inh red | TRb-SRC2 inh | JMJD2E inh | L3MBTL1 block | Tau ThT inhib | RECQ1 helicase
O=C(CS(=O)(=O)c1cccc2nsnc12)N1CCN(c2ccccc2)CC1 | 1% | -2% | . | 2% | . | . | -10% | .
COc1ccc(-n2cccc2/C=C2\C(=N)N3N=C(C(C)C)SC3=NC2=O)cc1 | -4% | 17% | 9% | 1% | 1% | -28% | ? | -12%
COc1ccccc1CNC(=O)c1sc2nc3n(c(=O)c2c1C)CCC3 | 4% | -16% | . | -12% | . | . | ? | .
COCCNC(=S)Nc1ccc(N2CCCCC2)cc1 | -1% | -5% | -10% | -5% | -1% | . | ? | 0%
COc1ccc(C2Cc3ccccc3C(=O)O2)cc1 (stereo not given) | -1% | 2% | 3% | 0% | 1% | 12% | -3% | -6%
COc1ccccc1/C=C/C(=O)NCC(=O)N/N=C/c1cc(Br)ccc1OC | 1% | 5% | 6% | -5% | ? | . | ? | i
O=c1c2ccccc2nc(SCc2cn3ccsc3n2)n1-c1ccccc1F | -1% | 5% | -15% | 0% | -2% | . | 7% | 3%
CCCCOCCCNC(=O)c1ccc(OCC)cc1 | 1% | 7% | 9% | 0% | 13% | . | -9% | -8%
CCCn1c(C)cc(/C=C(\C#N)C(=O)OCC(=O)NC(=O)NC(C)(C)C)c1C | -4% | 1% | 11% | -6% | -4% | . | -6% | i
CC(C)c1ccc(N(C(=O)c2csnn2)C(C(=O)NC(C)(C)C)c2ccncc2)cc1 (stereo not given) | -5% | 5% | -3% | -7% | -4% | -2% | -10% | i
COc1cc(C(=O)NCc2ccccn2)ccc1OCc1c(C)noc1C | -1% | 1% | 3% | 2% | 4% | . | -3% | -5%
COc1ccc(NC(=O)CC2C(=O)N(c3ccccc3)C(=O)N2Cc2ccco2)cc1 (stereo not given) | 0% | 6% | -3% | -1% | 3% | . | -7% | -1%
COc1ccc(-c2cc(-c3ccccc3)c(C#N)c(SCC(O)CS(=O)(=O)Cc3ccc(Cl)cc3)n2)cc1 (stereo not given) | 8% | ? | . | 3% | . | . | -6% | .
CCOc1ccc2ccccc2c1/C=N/NC(=O)CC1(C)OCCCO1 | -2% | 1% | 0% | -4% | -3% | -6% | -6% | -2%
CCOc1ccc(C2c3c(oc4ccc(C)cc4c3=O)C(=O)N2CCCN(C)C)cc1OC (stereo not given) | -1% | 0% | . | 5% | . | . | -13% | .
CN1CCCN(c2ncnc3scc(-c4ccc(F)cc4)c23)CC1 | -6% | ? | 8% | 5% | -5% | -12% | -2% | -4%
O=C(C1CCN(S(=O)(=O)c2cccnc2)CC1)N1CCN(c2cccc(Cl)c2)CC1 | 0% | 4% | 2% | 6% | 7% | 3% | -8% | -6%
Cc1noc(C)c1COc1ccc(C(=O)OCC(N)=O)cc1 | -1% | -1% | 6% | 4% | 2% | -18% | 0% | i
O=C(CN(C1CC1)S(=O)(=O)c1ccc(S(=O)(=O)N2CCCCCC2)cc1)Nc1ccccc1 | -3% | -3% | 11% | -5% | -5% | 6% | 1% | i
COc1ccc(-c2noc(CCC(=O)O)n2)cc1 | 2% | -7% | -18% | 4% | -21% | -6% | -1% | 7%
CCOC(=O)c1ccc(NC(=O)Oc2cc(C)c(Cl)cc2C(C)C)cc1 | 0% | -14% | 5% | -3% | -3% | . | -5% | 8%
Cc1ccc(C(=O)NNC(=O)c2cccc(C)c2)cc1 | -5% | 3%[2.34 µM] | 8% | 1% | -10% | -1% | -7% | -2%
CCOC(=O)c1nc2ccccc2nc1C | 5% | -10% | 5% | 5% | 8% | 10% | -8% | i
Cc1cccc(Nc2nc3ccccc3n3nnnc23)c1 | -4% | -10% | 2% | 3% | ? | 17% | -3% | -10%
Cc1c(O)ccc2c(=O)c(-c3nncn3-c3ccccc3)coc12 | 0% | -8% | 4% | 0% | -6% | 3% | 4% | i
SMILES | TR SRC2 fluor cs | Tau FP inhib | GoLoco inh red | TRb-SRC2 inh | JMJD2E inh | L3MBTL1 block | Tau ThT inhib | RECQ1 helicase
Cc1cccc(NC(=O)C2(c3ccc([N+](=O)[O-])cc3)CCCC2)c1 | -4% | -1% | 4% | -8% | 0% | 0% | -13% | -4%
Cc1ccc(NC(=O)Nc2cccc(C(F)(F)F)c2)nc1 | 0% | 1% | 6% | 0% | -2% | 4% | -2% | i
COc1ccccc1NC(=O)CSc1nc(O)c(Cc2ccccc2)c(=O)[nH]1 | -4% | 0% | 8% | -7% | 6% | . | -21% | -2%
N#CC1(C#N)COC23CCCCC2C1(C#N)C(=N)O3 (stereo not given) | 7% | 3% | 0.89µM* | -12% | ? | -15% | 2% | 5%
COc1cccc(OC)c1C(=O)N1CCN(c2ccccn2)CC1 | 1% | 0% | -2% | -14% | ? | . | 6% | i
CC1CCCCN1C(=O)Cn1c(=O)n(CCC(=O)NCc2ccco2)c(=O)c2sccc21 (stereo not given) | 1% | 10% | 13% | -2% | -1% | -1% | -6% | -4%
O=C(c1cccc(S(=O)(=O)NCc2ccccc2)c1)N1CCCC1 | 0% | 2% | -2% | 0% | -1% | 8% | 4% | i
CCOC(=O)c1c(C)oc2ccc(NS(=O)(=O)c3ccc4c5c(cccc35)C(=O)N4)cc12 | -6% | 5% | 5% | 1% | ? | -1% | ? | i
CCCOC(=O)NC(CC)COC(=O)Nc1cc(C)ccc1C (stereo not given) | -2% | 4% | 9% | -4% | 5% | 2% | -13% | 0%
CC(C)CCNC(=O)c1ccc(CS(=O)(=O)Cc2ccccc2F)o1 | -1% | 2% | 14% | 7% | -1% | . | -2% | -9%
CS(=O)(=O)Nc1ccc(C2=NN(C(=O)c3ccco3)C(c3ccccc3)C2)cc1 (stereo not given) | -1%[53 µM] | -4% | -1% | 1%[53 µM] | -3% | 5% | 4% | 6%
Cc1cc(OCCOc2cccc3cccnc23)c(C)cc1Cl | -3% | -10% | -7% | -10% | 0% | . | -10% | -12%
COC(=O)CCc1c(C)c(C(=O)c2ccc(F)cc2)c2ccccn12 | 1% | 1% | 0% | -3% | -10% | 3% | -13% | -4%
COC(=O)c1ccc(NC(=O)N2CCC(O)(c3cccnc3)CC2)cc1 | -2% | 3% | 3% | -28% | 1% | -4% | 3% | 4%
O=C(/C=C/c1cn(CC(O)CN2CCCCCC2)c2ccccc12)c1ccc(Br)cc1 (stereo not given) | -4% | -12% | . | -1% | . | . | 22µM* | .
COc1ccc(S(=O)(=O)NC(N)=NCCc2ccc(OC)c(OC)c2)cc1C | 0% | 6% | -3% | -1% | -2% | . | 4% | 6%
O=S(=O)(c1ccc(Br)cc1)c1nnn2c1nc(N1CCOCC1)c1sccc12 | -2% | -8% | . | -5% | . | . | -10% | .
COc1cc(OC)c2c(c1)S(=O)(=O)C(c1ccccc1)=C2N | 0% | 9% | 4% | -2% | 10% | -3% | ? | i
Cc1ccc(NCc2nnc(SCC(=O)c3ccccc3)n2Cc2ccco2)c(C)c1 | 0% | -3% | 5% | -2% | 1% | . | ? | -11%
CN(Cc1ccco1)S(=O)(=O)c1ccc2c(c1)CCN2C(=O)CCC(=O)O | -1% | -5% | 7% | -5% | 2% | 6% | -10% | -6%
CCOC(=O)CN1CC23C=CC(O2)C(C(=O)N2CCN(c4ccc(F)cc4)CC2)C3C1=O (stereo not given) | -2% | 1% | 5% | 2% | -1% | -6% | -8% | -2%
O=C(Cn1cc2c(n1)CCCCC2)N1CCc2ccccc2C1 | 0% | -3% | -8% | 1% | -6% | -2% | -11% | i
Cc1cc(C)cc(N2C(=O)N(Cc3cc(=O)n4ccccc4n3)c3ccccc3S2(=O)=O)c1 | ? | 1% | . | -6% | . | . | -3% | .
Cc1nc2ccc(NS(=O)(=O)c3c(C)c(C)cc(C)c3C)cc2s1 | -1% | -7% | 7% | -20% | -10% | . | -4% | 13%
CCOc1c2ccc(C(=O)NC3CCCc4ccccc43)cc2nn1C (stereo not given) | 0% | -13% | 17% | -16% | ? | 2% | -4% | 9%

Sorted by number of heavy atoms (high to low): four of the compounds above
SMILES | TR SRC2 fluor cs | Tau FP inhib | GoLoco inh red | TRb-SRC2 inh | JMJD2E inh | L3MBTL1 block | Tau ThT inhib | RECQ1 helicase
CC(C)c1ccc(N(C(=O)c2csnn2)C(C(=O)NC(C)(C)C)c2ccncc2)cc1 (stereo not given) | -5% | 5% | -3% | -7% | -4% | -2% | -10% | i
COc1ccc(-n2cccc2/C=C2\C(=N)N3N=C(C(C)C)SC3=NC2=O)cc1 | -4% | 17% | 9% | 1% | 1% | -28% | ? | -12%
COCCNC(=S)Nc1ccc(N2CCCCC2)cc1 | -1% | -5% | -10% | -5% | -1% | . | ? | 0%
N#CC1(C#N)COC23CCCCC2C1(C#N)C(=N)O3 (stereo not given) | 7% | 3% | 0.89µM* | -12% | ? | -15% | 2% | 5%

Later entries
SMILES | TR SRC2 fluor cs | Tau FP inhib | GoLoco inh red | TRb-SRC2 inh | JMJD2E inh | L3MBTL1 block | Tau ThT inhib | RECQ1 helicase
Cc1sc(N)c(C(=O)c2ccccc2Cl)c1C | -4% | 4% | 14% | 10% | -2% | -27% | -11% | -4%
Cc1ccccc1NC(=S)NC(C)C(c1ccccc1)N1CCN(C)CC1 (stereo not given) | 1% | 4% | -14% | -4% | 0% | -6% | -5% | -1%
C=CCn1c(CNC(=O)c2cccs2)n[nH]c1=S | -6% | -3% | -12% | 1% | -2% | 24% | -10% | i
Cc1cccc(C)c1NC1=NC(=S)N(c2ccccc2)C12CCOC(C)(C)C2 (stereo not given) | -1% | 0% | 2% | 2% | 4% | . | -10% | -1%
Cc1cccc2c1N(CCCOc1ccc(C(C)(C)C)cc1)C(=O)C2=O | -5% | 2% | 7% | -8% | -3% | . | ? | -5%
O=P(COCCOCCOCCOCP(=O)(c1ccccc1)c1ccccc1)(c1ccccc1)c1ccccc1 | 0% | -3% | -6% | 11% | -2% | 22% | -1% | -4%
Cc1oc2ncn(CC(C)C)c(=O)c2c1C(=O)N1CCN(c2cccc(C(F)(F)F)c2)CC1 | 0% | 0% | . | 1% | . | . | -9% | .
C=CCNC(=O)COC(=O)c1oc2ccccc2c1CSC1CCCCC1 | -5% | -14% | . | 1% | 1% | 0% | 1% | -5%
